# YAP1 CTGF inhibition = YAP1 pathway inhibitors via CTGF transcript, primary screen, DLD1 colon cancer cells, RT-qPCR, single point (AID 743449). DLD1 CTGF mRNA qPCR, 24 h; stronger effect = higher value. inhibition, % at 12.5 µM. hit rate 0.9% among 9,900;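 active = mean normalized replicate activity at least 50 and at least half of replicates each reaching 50; inconclusive = only one of the two criteria met; inactive = neither criterion met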;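 also: 0% = neutral control wells and 100% = dasatinib control wells; higher means stronger suppression of CTGF expression like dasatinib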
# Pax4 gene expression = activators of Pax4 gene expression, primary screen, RT-PCR, mouse alpha TC1 cells, single point (AID 1053180). mouse alpha TC1 cells, Pax4 mRNA qPCR, 6 days; stronger effect = higher value; 100% = Pax4 plasmid added at qPCR. activation, % at 10 µM. hit rate 0.2% among 9,600;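 active = highest normalized replicate activity of 15 or more, or at least half the replicates reach 15 or more; inactive = neither condition met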;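 also: pax4 Ct normalized to GAPDH with activation seen as lower delta delta Ct; plate controls were plate neutral control wells for no effect and Pax4 plasmid positive control for full effect; each compound tested in two replicate wells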
# Starred values were filed as active, the others as inactive; u = inconclusive; & = joins results of further samples. These rows are one share of the data; the hit share may differ from the screen's.
SMILES,YAP1 CTGF inhibition,Pax4 gene expression
CNC[C@H]1Oc2c(NS(=O)(=O)c3ccc(Cl)cc3)cccc2C(=O)N([C@H](C)CO)C[C@@H]1C,-8.7,0.0
CCS(=O)(=O)Nc1ccc2c(c1)C(=O)N(C)[C@@H]1CC[C@H](CC(=O)N3CCN(C)CC3)O[C@H]1CO2,0.4,0.0
CN1C(=O)c2cc(NC(=O)Cc3cccs3)ccc2OC[C@H]2O[C@H](CC(=O)NCC3CCCCC3)CC[C@@H]21,-77.3,0.0
CO[C@H]1CC[C@H]2CCN(C)C(=O)CC3(CCCCC3)CN(C)C(=O)c3cc(C#N)ccc3OC[C@H]1O2,-11.8,0.0
O=C(Cc1ccncc1)N1CC[C@@H]2[C@H](CO)Nc3ccc(Br)cc3[C@@H]21,-8.8,0.0
O=C(C[C@H]1C[C@@H]2c3cc(NC(=O)C4CCOCC4)ccc3O[C@@H]2[C@@H](CO)O1)NCc1cccnc1,-25.6,0.0
COCC(=O)N1[C@H](C#N)[C@@H](c2ccc(C#CCC3CCCC3)cc2)[C@H]1CO,-14.3,0.0
COCCNC(=O)C[C@H]1CC[C@@H]2[C@@H](COc3ccc(NS(=O)(=O)c4ccc(Cl)cc4)cc3C(=O)N2C)O1,-124.7,0.0
O=C(C[C@@H]1CC[C@H]2[C@@H](COC[C@@H](O)CN2C(=O)c2cnccn2)O1)NCc1ccc(Cl)cc1,-12.3,0.1
C(=C\c1ccc(C2[C@H]3CNC[C@@H]2N3CC2CCOCC2)cc1)/c1ccccc1 (stereo not given in full),20.8,0.0
COc1ccccc1C#Cc1ccc2c(c1)[C@@H]1[C@@H](CCN1C(=O)c1ccncc1)[C@H](CO)N2,3.6,0.1
Cc1cccc(S(=O)(=O)N2[C@@H]3CNC[C@H]2C3c2ccc(-c3cncnc3)cc2)c1 (stereo not given in full),19.8,0.0
O=C(NC1CCCC1)N[C@H]1C=C[C@H](CC(=O)N2CCOCC2)O[C@@H]1CO,-0.7,0.0
CO[C@H]1CC[C@@H]2CCOc3c(C#N)cccc3C(=O)N(C)C[C@H](OC)[C@@H](C)C(=O)N(C)C[C@H]1O2,13.8,0.0
CNC[C@H]1OCCCC[C@H](C)Oc2ccc(NS(=O)(=O)c3ccc(F)cc3)cc2C(=O)N([C@@H](C)CO)C[C@@H]1C,-26.1,0.0
O=C(C[C@@H]1C[C@H]2c3cc(NC(=O)Nc4ccccc4)ccc3O[C@H]2[C@@H](CO)O1)NCc1ccccc1,-16.2,0.0
O=C(C[C@@H]1CC[C@@H]2[C@H](COC[C@@H](O)CN2C(=O)c2ccc(F)cc2)O1)N1CCCCC1,-5.4,0.0
O=C(C[C@H]1CC[C@H]2[C@@H](COC[C@H](O)CN2Cc2ccc(Oc3ccccc3)cc2)O1)N1CCN(c2ccccc2)CC1,5.9,0.1
COc1ccc(S(=O)(=O)Nc2ccc3c(c2)C(=O)N([C@@H](C)CO)C[C@@H](C)[C@@H](CN(C)S(=O)(=O)c2ccc(Cl)cc2)OCCCC[C@@H](C)O3)cc1,16.9,0.0
CO[C@@H]1CN(C)C(=O)c2ccc(NC(=O)c3cc(C)on3)cc2OC[C@@H](C)NC[C@@H]1C,12.1,0.0

# Given field by field: entries from further up.
O=C(Cc1ccncc1)N1CC[C@@H]2[C@H](CO)Nc3ccc(Br)cc3[C@@H]21
  YAP1 CTGF inhibition: -8.8
  Pax4 gene expression: 0.0
O=C(C[C@H]1C[C@@H]2c3cc(NC(=O)C4CCOCC4)ccc3O[C@@H]2[C@@H](CO)O1)NCc1cccnc1
  YAP1 CTGF inhibition: -25.6
  Pax4 gene expression: 0.0
COCC(=O)N1[C@H](C#N)[C@@H](c2ccc(C#CCC3CCCC3)cc2)[C@H]1CO
  YAP1 CTGF inhibition: -14.3
  Pax4 gene expression: 0.0
COCCNC(=O)C[C@H]1CC[C@@H]2[C@@H](COc3ccc(NS(=O)(=O)c4ccc(Cl)cc4)cc3C(=O)N2C)O1
  YAP1 CTGF inhibition: -124.7
  Pax4 gene expression: 0.0

# (listing goes on)
SMILES,YAP1 CTGF inhibition,Pax4 gene expression
O=C(C[C@H]1C=C[C@@H](NS(=O)(=O)c2ccccc2)[C@H](CO)O1)NCCN1CCCCC1,-27.2,0.0
CN1c2ccc(-c3ccccc3)cc2[C@@H]2[C@@H](CCN2C(=O)NC2CCCCC2)[C@H]1CO,11.4,0.0
Cc1noc(C)c1S(=O)(=O)N(C)C[C@@H]1Oc2c(NC(=O)c3ccc(-c4nccs4)cc3)cccc2C(=O)N([C@@H](C)CO)C[C@@H]1C,u,0.0
C[C@H](NC(=O)C[C@H]1CC[C@H]2[C@@H](COC[C@H](O)CN2C(=O)Nc2cccc(Cl)c2)O1)c1ccccc1,13.3,0.0
COc1ccc([C@@H]2C/C=C\C[C@@H](c3cccc(Cl)c3)NC(=O)[C@@H](c3ccccc3)CC(=O)N2)c(OC)c1,18.5,0.0
Cc1ccccc1-c1ccccc1[C@@H]1[C@@H](C#N)N(C(=O)c2ccc(F)cc2)[C@H]1CO,-11.3,0.0
N#C[C@H]1[C@@H](c2ccccc2-c2cccc(F)c2)[C@@H](CO)N1C(=O)NC1CCCCC1,u,0.0
O=C(Nc1ccc(Cl)cc1)N1C[C@H]2[C@@H](c3ccccc31)[C@H](CO)N2CC1CCCCC1,15.8,0.0
COc1ccc2c3c([nH]c2c1)[C@@H](CO)N(C(=O)CN1CCOCC1)CC31CCN(CC2CCCC2)CC1,37.8,0.0
O=C(NCCCN1CCOCC1)[C@H]1[C@H](CO)[C@H]2Cn3c(ccc(C4=CCCCC4)c3=O)[C@@H]1N2,-31.7,0.0
C[C@H]1CN([C@@H](C)CO)C(=O)Cc2cc(NC(=O)c3ccncc3)ccc2O[C@@H]1CN(C)C(=O)Nc1ccc(F)cc1,4.9,0.0
C[C@@H](NC(=O)C[C@H]1CC[C@@H]2[C@@H](COc3ccc(NC(=O)C4CCOCC4)cc3C(=O)N2C)O1)c1ccccc1,-115.5,0.0
CN1c2ccc(Br)cc2[C@H]2[C@H](CCN2C(=O)CN2CCOCC2)[C@H]1CO,-13.7,0.0
CC(C)COC(=O)N(C)C[C@@H]1OCc2ccccc2-c2ccccc2C(=O)N([C@@H](C)CO)C[C@H]1C,-9.3,0.0
COc1ccc(C#Cc2cnc3c(c2)C(=O)N([C@H](C)CO)C[C@H](C)[C@H](CN(C)Cc2cccc(C)c2)O3)cc1OC,-13.9,0.6
CN(C[C@H]1[C@H](c2ccccc2)[C@@H](CO)N1Cc1ccccn1)S(C)(=O)=O,-9.5,0.0
CCC(=O)N1[C@H](CO)[C@H]2c3ccccc3N(C(=O)Nc3ccc(Cl)cc3)C[C@H]21,16.4,0.0
CO[C@@H]1CN(C)C(=O)c2ccc(NC(=O)c3nc4ccccc4s3)cc2OC[C@@H](C)N(Cc2cccnc2)C[C@H]1C,68.4*,0.0
CC(C)NC(=O)N[C@H]1CC[C@H](CC(=O)NCCCN(C)C)O[C@@H]1CO,12.0,0.0
COc1ccc2c3c(n(C)c2c1)[C@@H](CO)N(Cc1ccc(Cl)cc1)CC31CN(C(=O)NC(C)C)C1,-48.4,0.0
O=S(=O)(c1ccccc1F)N1[C@@H]2CNC[C@H]1C2c1ccc(/C=C/c2ccccc2)cc1 (stereo not given in full),11.1&-19.9,0.0&0.0
CCCN1C[C@@H](C)[C@H](OC)CN(C)C(=O)c2cc(NC(=O)C3CCC3)ccc2OC[C@@H]1C,-14.5,0.0
O=C(C[C@@H]1CC[C@H]2[C@@H](COC[C@H](O)CN2C(=O)Nc2cccc(F)c2)O1)NCCCN1CCOCC1,-4.4,0.0
CN(C[C@H]1[C@@H](c2ccccc2)[C@H](CO)N1Cc1ccccn1)S(C)(=O)=O,-18.7,0.0
COc1ccccc1CN1[C@H](CO)[C@H]2c3ccccc3N(C(=O)c3cccnc3)C[C@H]21,-2.2,0.0
CS(=O)(=O)N1[C@H](C#N)[C@H](c2ccc(C#Cc3cccc(F)c3)cc2)[C@H]1CO,37.8,0.0
CC[C@@H]1C/C=C\C[C@H](c2ccc(OC)cc2OC)NC(=O)[C@@H](C)CC(=O)N1,-17.0,0.1
C[C@H](NC(=O)[C@@H]1[C@@H](CO)[C@@H]2Cn3c(cccc3=O)[C@H]1N2C(=O)C1CCC1)c1ccccc1,9.7,0.0
COc1ccc(S(=O)(=O)Nc2cccc3c2O[C@H](CN(C)CC2CCCCC2)[C@@H](C)CN([C@@H](C)CO)C3=O)cc1,2.0,0.0
CCCNC(=O)N1[C@H](C#N)[C@H](c2ccc(C#Cc3cccc(F)c3)cc2)[C@H]1CO,12.2,0.0
CCCC(=O)Nc1ccc2c(c1)OC[C@H](C)N(S(=O)(=O)c1cn(C)cn1)C[C@@H](C)[C@@H](OC)CN(C)C2=O,18.3,0.0
N#C[C@@H]1[C@@H](c2ccccc2C2=CCCC2)[C@H](CO)N1C(=O)NC1CCCCC1,9.5,0.0
Cc1noc(C)c1NC(=O)Nc1ccc2c(c1)C(=O)N(C)[C@@H]1CC[C@H](CC(=O)N[C@@H]3CCN(Cc4ccccc4)C3)O[C@H]1CO2,-8.8,0.0
COc1cccc(-c2ccccc2[C@H]2[C@@H](CO)N(C(=O)Cc3ccccc3)[C@H]2C#N)c1,15.8,0.2
COc1ccc(S(=O)(=O)N(C)C[C@H]2Oc3ccc(NC(=O)Cc4cn(C)c5ccccc45)cc3C(=O)N([C@H](C)CO)C[C@H]2C)cc1,-19.7,0.0
COc1ccc2c3c(n(C)c2c1)[C@@H](CO)N(CC1CC1)CC31CCN(C(=O)c2cccc(F)c2)CC1,-3.1,0.0
O=C(Cc1ccncc1)NCC[C@@H]1CC[C@@H](NS(=O)(=O)c2ccccc2Cl)[C@H](CO)O1,-18.7,0.0
COc1ccccc1CN1CC[C@@H]2[C@H]1c1cc(-c3cccc(C(=O)N(C)C)c3)ccc1N[C@@H]2CO,-15.9,0.0
COc1ccc(NC(=O)N2C[C@@H](O)COC[C@H]3O[C@@H](CC(=O)N4CCCCC4)CC[C@@H]32)cc1,2.3,0.0
Cn1cnc(CCNC(=O)C[C@H]2CC[C@@H]3[C@H](COC[C@H](O)CN3C(=O)Nc3ccc(C(F)(F)F)cc3)O2)c1,-37.1,0.0
CN(C)C(=O)[C@@H]1[C@@H](CO)[C@@H]2Cn3c(ccc(/C=C/c4ccccc4)c3=O)[C@@H]2N1C(=O)c1cccnc1,13.8,0.0
COc1ccc(CN(C)C[C@H]2OCc3cnnn3CCCC(=O)N([C@@H](C)CO)C[C@@H]2C)cc1,-34.3,0.0
O=C(C[C@@H]1CC[C@@H]2[C@H](COC[C@@H](O)CN2C(=O)Nc2ccc(Cl)cc2)O1)NCC1CCCCC1,-0.3,0.0
C[C@@H](NC(=O)C[C@H]1CC[C@H]2[C@H](COc3ccc(NC(=O)C4CCOCC4)cc3C(=O)N2C)O1)c1ccccc1,-176.3,0.0
COc1ccc2c3c(n(C)c2c1)[C@@H](CO)N(Cc1cc(F)ccc1F)CC31CN(C(=O)C2CC2)C1,-9.3,0.0
CO[C@@H]1CN(C)C(=O)c2cc(NS(=O)(=O)c3cccc(Cl)c3)ccc2OC[C@@H](C)NC[C@@H]1C,-5.3,0.1
CO[C@H](CN(C)Cc1ccc2c(c1)OCO2)[C@@H](C)CN(C(=O)Nc1ccc(F)cc1)[C@@H](C)CO,-10.0,0.0
O=C([C@@H]1[C@@H](CO)[C@@H]2Cn3c(ccc(C4=CCCCC4)c3=O)[C@H]1N2)N1CCC(Cc2ccccc2)CC1,-10.4,0.0
COc1ccc2c3c(n(C)c2c1)[C@@H](CO)N(C(=O)C1CC1)CC31CCN(Cc2cccc(F)c2)CC1,-39.0,0.3
COc1ccccc1S(=O)(=O)N1CC[C@@H]2[C@H](CO)Nc3ccc(-c4ccc(C#N)cc4)cc3[C@@H]21,-13.8,0.0
Fc1ccccc1-c1ccc(C2[C@@H]3CN(Cc4ccccn4)C[C@H]2N3)cc1 (stereo not given in full),-58.6&-174.6,0.0&0.4
CC(C)[C@@H]1CC=CC[C@H](C)Oc2ccccc2C(=O)N(C)[C@@H](Cc2ccccc2)C(=O)N1 (mixture of isomers),15.6,0.0
Cc1noc(C)c1NC(=O)Nc1ccc2c(c1)C(=O)N(C)[C@H]1CC[C@@H](CC(=O)N[C@@H]3CCN(Cc4ccccc4)C3)O[C@H]1CO2,-10.5,0.0
C[C@@H]1CCCCO[C@H](CN(C)Cc2ccncc2)[C@H](C)CN([C@@H](C)CO)C(=O)c2cc(NC(=O)Cc3ccccc3)ccc2O1,6.1,0.0
CCCC#Cc1ccc([C@H]2[C@@H](CO)N(C(=O)NC(C)C)[C@H]2CNC(C)=O)cc1,-24.2,0.0
O=C(NCCN1CCCC1)[C@@H]1[C@@H](CO)[C@@H]2Cn3c(cccc3=O)[C@@H]2N1Cc1ccccn1,-16.5,0.0
C/C=C/c1ccc(C2[C@H]3CNC[C@@H]2N3Cc2cc(F)ccc2F)cc1 (stereo not given in full),14.5&13.5,0.0&0.1

# Already shown: three of the compounds above.
SMILES,YAP1 CTGF inhibition,Pax4 gene expression
O=C([C@@H]1[C@@H](CO)[C@@H]2Cn3c(ccc(C4=CCCCC4)c3=O)[C@H]1N2)N1CCC(Cc2ccccc2)CC1,-10.4,0.0
COc1ccc2c3c(n(C)c2c1)[C@@H](CO)N(C(=O)C1CC1)CC31CCN(Cc2cccc(F)c2)CC1,-39.0,0.3
COc1ccccc1S(=O)(=O)N1CC[C@@H]2[C@H](CO)Nc3ccc(-c4ccc(C#N)cc4)cc3[C@@H]21,-13.8,0.0

# Assay outcomes from PubChem BioAssay.
